Screening results (PubChem BioAssay)
NadD block = inhibitors of Staphylococcus aureus NadD; purified NadD enzyme, colorimetric absorbance read-out; inhibition, % at 20 µM; 360,000 tested, 0.78% active; AID 602399; in the data active = inhibition above about 26%; note: some compounds past the cut are filed as inactive
Rpn11 inh = inhibitors of human proteasome Rpn11; O00487; human 26S proteasome, Ub4-pepOG fluorescence polarization; 20S core pre-blocked with epoxomicin; calls only at 20 µM; 360,000 tested, 0.59% active;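 active = inhibition at 20 µM, scaled to each plate's controls, above about 33%, limit read from the data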
Target sequence (O00487 whole entry, looked up): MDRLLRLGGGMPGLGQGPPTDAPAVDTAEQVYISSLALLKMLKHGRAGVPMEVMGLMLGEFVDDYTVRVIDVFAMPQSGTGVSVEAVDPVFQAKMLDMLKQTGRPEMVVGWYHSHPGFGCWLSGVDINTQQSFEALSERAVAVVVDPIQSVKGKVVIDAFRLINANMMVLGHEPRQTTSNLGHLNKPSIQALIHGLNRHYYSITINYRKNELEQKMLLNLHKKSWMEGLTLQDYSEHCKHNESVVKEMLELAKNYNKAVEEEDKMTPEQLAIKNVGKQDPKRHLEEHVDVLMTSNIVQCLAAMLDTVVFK
STEP block = blocks human striatal-enriched tyrosine phosphatase | P54829 | recombinant STEP, OMFP fluorogenic substrate, fluorescence | inhibition, % at 20 µM | 360,000 tested, 0.25% active;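 active = inhibition at 20 µM, scaled per plate between control wells, above about 37%, limit read from the data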;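 note: 0% = DMSO with enzyme and substrate and 100% = substrate only without enzyme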
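Also added – OMFP at 25 µM · Test system – STEP tyrosine phosphatase · Technique – FITC-channel fluorescence of OMFP product · Schedule – 20 min at room temperature, dark · Evaluation – control-normalized % inhibition with plate pattern correction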
Scp-1 inhibitor = Scp-1 (human) phosphatase inhibition | Recombinant Scp1, phosphopeptide, malachite green phosphate absorbance | AID 493091 | 340,000 tested, 0.88% active | inhibition, % at 20 µM | Q9GZU7;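 active = inhibition above about 50% at 20 µM, limit read from the data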;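 note: plate controls were DMSO wells with enzyme for no effect and wells lacking enzyme for full effect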
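System: SCP-1 catalytic domain; Reagent: Phospho 17-mer peptide substrate; Doses: one concentration, 20 µM, with 1.0% DMSO; Incubation: 45 min room-temperature reaction, 5 min colour, 30 min stabiliser; Signal: Phosphate-binding colour reagent, absorbance read at 630 nm.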
MLLE-PAM2 inh = inhibitors of microRNA-mediated deadenylation, human PABP1 MLLE binding; P11940; GST-MLLE / FITC-PAM2 fluorescence polarization; inhibition, % at 20 µM; 360,000 tested, 0.36% active; in the data active = inhibition above about 35%, passing the limit was not always enough;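 note: plate controls were DMSO wells with GST-MLLE for no effect and wells lacking GST-MLLE protein for full effect; some results filed as inactive read as strong as hits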
SUMO1-SIM PPI = alters human SUMO1 binding to SIM partners. AID 602429. 360,000 tested, 0.33% active. inhibition, % at 20 µM. SUMO1 binding to a labelled peptide, TR-FRET, 1 h. P63165; in the data active = inhibition above about 37%
Target sequence (P63165 whole entry, looked up): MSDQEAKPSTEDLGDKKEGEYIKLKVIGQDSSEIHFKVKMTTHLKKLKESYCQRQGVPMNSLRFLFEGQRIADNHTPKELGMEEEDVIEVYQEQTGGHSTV
CSN inh = blocks human CSN-mediated cullin deneddylation; Q92905; Purified CSN, SCF-Nedd8-OG deneddylation, fluorescence polarization; inhibition, % at 12.5 µM; 360,000 tested, 0.38% active; AID 651999;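 active = pattern-corrected inhibition above about 35%, with an unprinted fluorescence ratio check between 0.5 and 1.5, limit read from the data, passing the limit was not always enough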;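 note: 0% = enzyme with substrate and 100% = substrate without enzyme; some results filed as inactive read as strong as hits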
Target sequence (Q92905 whole entry, looked up, one chain of several): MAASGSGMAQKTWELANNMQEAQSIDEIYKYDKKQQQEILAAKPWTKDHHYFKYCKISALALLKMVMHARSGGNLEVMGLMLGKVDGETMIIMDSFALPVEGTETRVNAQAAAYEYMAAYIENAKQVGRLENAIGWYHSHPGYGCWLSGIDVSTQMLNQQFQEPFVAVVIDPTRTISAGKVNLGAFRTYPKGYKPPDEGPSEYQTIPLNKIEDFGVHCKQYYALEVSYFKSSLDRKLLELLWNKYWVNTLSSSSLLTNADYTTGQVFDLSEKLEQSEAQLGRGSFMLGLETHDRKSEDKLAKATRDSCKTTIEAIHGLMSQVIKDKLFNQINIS
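Assay system: HEK293T-derived human Csn5 enzyme; quantity: 0.24 nM enzyme; medium: Tris/NaCl/DTT buffer, pH 7.5; also added: substrate SCFSkp2-Nedd8OG, 10 nM; doses: 12.5 µM compound; schedule: 90 min reaction at room temperature; signal: FP; read-out: % inhibition of substrate cleavage by Csn5; benchmarks: substrate-only high control, full reaction low control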
TbMetRS inhib = Trypanosoma brucei MetRS inhibition. purified T. brucei MetRS, ATP depletion, Kinase-Glo luminescence. inhibition, % at 11.9 µM. 360,000 tested, 0.4% active. AID 624268;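 active = inhibition above a per-plate cutoff of the control wells' mean inhibition plus 3 SD, cut at about 5.5% in these data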;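 note: 0% = DMSO wells median and 100% = median of wells with control inhibitor compound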
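technique = Kinase-Glo luminescence, ATP depletion format | system = purified MetRS (methionyl-tRNA synthetase) enzyme from Trypanosoma brucei | timing = 15 min preincubation, 2 h reaction, all 25 °C | evaluation = percent inhibition versus plate control medians | dosing = single dose, 11.9 µM final nominal, 0.9% final DMSO | also added = substrates ATP, L-methionine and bulk Escherichia coli tRNA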
LMPTP inh = LMPTP (human) inhibition; P24666; recombinant LMPTP-A, OMFP fluorogenic substrate, fluorescence intensity; inhibition, % at 20 µM; 360,000 tested, 0.22% active; AID 651560;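 active = compounds that cut the enzyme signal by at least half of the control window in the single-dose screen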;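 note: plate controls were DMSO wells with enzyme plus substrate for no effect and substrate without enzyme for full effect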
Target sequence (P24666 whole entry, looked up): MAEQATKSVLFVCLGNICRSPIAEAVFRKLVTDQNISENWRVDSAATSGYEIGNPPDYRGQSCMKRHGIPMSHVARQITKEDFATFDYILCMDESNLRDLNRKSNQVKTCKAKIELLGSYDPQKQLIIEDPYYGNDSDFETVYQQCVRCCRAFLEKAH
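Test system – LMPTP-A phosphatase enzyme · Quantity – 0.625 nM LMPTP-A final · Reagent – OMFP substrate, 400 µM final · Dosing – one test concentration per compound, 20 µM, with 3% DMSO overall · Timing – 50 min enzyme reaction at room temperature, protected from light · Detection – fluorescence intensity · Controls – substrate-only low control, DMSO enzyme-plus-substrate high control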
DNMT1 block = DNMT1 (human) enzyme inhibition; AID 588458; P26358; inhibition (reported as % activation of signal), % at 10 µM; 360,000 tested, 0.83% active; DNMT1 molecular beacon, Hinp1I cleavage, fluorescence; in the data active = inhibition above about 50%
* hit, by the source's call; i = inactive; / = not tested or not shown.

SMILES	NadD block	Rpn11 inh	STEP block	Scp-1 inhibitor	MLLE-PAM2 inh	SUMO1-SIM PPI	CSN inh	TbMetRS inhib	LMPTP inh	DNMT1 block
COc1ccc(C(O)(CCC(C)C)C(CN2CCOCC2)c2ccc(Cl)cc2)cc1 (centres undefined)	-4	i	-1	-9	-4	4	4	-0.3	2.2	0
CCn1c(CCl)nc2cc(S(=O)(=O)N3CCOCC3)ccc21	3	i	-3	3	15	-2	5	-0.2	-0.2	6
Cc1ccc(C(=O)CCC(=O)OCC(=O)N2CCN(S(=O)(=O)c3ccc(C)cc3C)CC2)cc1	-6	i	4	-1	-4	4	0	-0.4	3.0	1
COCCNc1nc(N)c([N+](=O)[O-])c(N2CCCCCC2)n1	1	i	-1	3	13	-4	-4	-0.5	4.2	1
CC(C)Oc1ccc(S(=O)(=O)N2CCCCC2)cc1NC(=O)CC1OC(=O)c2ccccc21 (centres undefined)	-1	i	1	-9	-13	2	-9	-0.1	1.4	0
N#C/C(=C\c1c[nH]c2ccccc12)c1nnc2n1CCCCC2	-4	i	-3	-13	-7	-17	5	4.5	0.1	0
S=C1NC2CCCCC2N1 (centres undefined)	-2	i	-1	-5	-136	3	-19	-0.5	-0.2	-2
O=S(=O)(c1ccccc1)c1nc(-c2ccccc2)oc1N1CCOCC1	-3	i	-1	24	2	1	-1	-1.2	-1.9	2
COc1cccc(NC(=S)Nc2ccc(Br)cc2Cl)c1	1	i	3	2	26	5	-6	-0.3	0.1	-4
CCOC(=O)CN1C(=O)CC(c2ccc([N+](=O)[O-])cc2)C1=O (centres undefined)	2	i	-1	-8	6	-11	-4	-0.1	6.9	2
O=S1(=O)CC(N2CC=CC2)CN1Cc1ccc(F)cc1 (centres undefined)	-6	i	-2	/	-7	0	-9	-2.2	0.1	3
Cc1ccc(NC(=O)CC2C(=O)NCCN2C(=O)c2ccc(F)cc2)cc1 (centres undefined)	-1	i	-2	-4	-2	2	-2	-0.3	-0.8	1
CCCn1c(=O)c2c(nc3n2CC(C)CN3Cc2ccccc2)n(C)c1=O (centres undefined)	-3	i	0	-7	-10	7	0	0.0	0.2	-3
Cc1oc2c(c(C)cc3oc(=O)c(CC(=O)NCCCN4CCCC4=O)c(C)c32)c1C	4	i	2	4	-16	-12	4	-2.0	1.6	9
Cc1ccc(C2(c3noc(CN4CCC(C(=O)N5CCOCC5)CC4)n3)CCCC2)cc1	-5	i	-1	1	-3	10	2	-0.5	-1.2	11
COc1ccc(CNC(=O)c2ccc3oc(C(C)C)nc3c2)cc1	-3	i	-1	-7	-6	4	-1	-0.3	0.0	4
COc1ccc(OC)c(S(=O)(=O)NCC(=O)NC2CCCc3ccccc32)c1 (centres undefined)	-1	i	1	-2	20	3	1	0.2	0.7	-2
CCc1ccc(N2CC(C(=O)NCCC3=CCCCC3)CC2=O)cc1 (centres undefined)	-1	i	-2	-5	-18	-19	3	0.1	0.3	-3
O=C(CN1CCC(NC(=O)c2cccc(F)c2)CC1)Nc1ccc(Br)cc1	-9	i	4	-10	1	-4	2	-1.7	-1.5	-4
COc1ccc(/C=C2\CCC(C3CCCC3)C2=O)cc1Cn1nc(C)cc1C (centres undefined)	18	i	3	7	14	-6	2	-0.2	2.9	30
COc1cc2c(cc1OC)CN(C(=O)c1ccc3[nH]c(C)c(C)c3c1)CC2	-1	i	0	12	-16	6	1	-0.8	1.1	-11
C=CCOC(=O)Nc1nc(CCNC(=O)OCc2ccccc2)c(C(=O)O)s1	/	/	/	/	/	1	-1	0.1	-0.4	/
COC(=O)c1cc(S(=O)(=O)NCCCN2CCCC2=O)cn1C	-3	i	-2	-7	-1	9	2	-0.3	-0.7	-1
COC(=O)c1cn(NC(=O)c2cccnc2)c(=O)c2ccccc12	6	i	-3	5	-7	2	-3	-0.6	-0.5	3
CCC1CCC(C(=O)NC(CCSC)C(=O)NCCc2ccc(S(N)(=O)=O)cc2)CC1 (centres undefined)	-3	i	-1	-11	-7	-6	-4	-1.7	-1.1	3
O=C1CNC(=S)N1CCc1ccccc1Cl	-7	i	1	-7	-13	8	-3	-0.1	-3.9	0
Cc1ccc(-c2csc(NC(=O)c3ccc4c(=O)n5c(nc4c3)CCCCC5)n2)cc1	19	i	-2	10	4	0	0	-1.5	1.2	-9
CCC(C)NCC(O)COCc1ccc(Cl)cc1 (centres undefined)	-3	i	-1	5	-5	-3	0	-1.8	-0.1	3
Cc1nn(C)cc1/C=C(/C#N)C(N)=O	0	i	4	1	-1	-1	1	-0.1	-1.6	-1
O=C(c1ccc([N+](=O)[O-])cc1[N+](=O)[O-])N1CCc2ccccc21	-3	i	4	-2	-7	-14	2	-0.1	0.2	-3

Given with two lines to a compound: entries from further up
Every second line gives: NadD block | Rpn11 inh | STEP block | Scp-1 inhibitor | MLLE-PAM2 inh | SUMO1-SIM PPI | CSN inh | TbMetRS inhib | LMPTP inh | DNMT1 block
Cc1nn(C)cc1/C=C(/C#N)C(N)=O
→ 0 | i | 4 | 1 | -1 | -1 | 1 | -0.1 | -1.6 | -1
COc1ccc(CNC(=O)c2ccc3oc(C(C)C)nc3c2)cc1
→ -3 | i | -1 | -7 | -6 | 4 | -1 | -0.3 | 0.0 | 4
COC(=O)c1cc(S(=O)(=O)NCCCN2CCCC2=O)cn1C
→ -3 | i | -2 | -7 | -1 | 9 | 2 | -0.3 | -0.7 | -1
COC(=O)c1cn(NC(=O)c2cccnc2)c(=O)c2ccccc12
→ 6 | i | -3 | 5 | -7 | 2 | -3 | -0.6 | -0.5 | 3

Some of these compounds in order of their number in Scp-1 inhibitor, low to high.
SMILES | Scp-1 inhibitor
O=C(CN1CCC(NC(=O)c2cccc(F)c2)CC1)Nc1ccc(Br)cc1 | -10
O=C1CNC(=S)N1CCc1ccccc1Cl | -7
COc1ccc(/C=C2\CCC(C3CCCC3)C2=O)cc1Cn1nc(C)cc1C (centres undefined) | 7

More structures.
SMILES	NadD block	Rpn11 inh	STEP block	Scp-1 inhibitor	MLLE-PAM2 inh	SUMO1-SIM PPI	CSN inh	TbMetRS inhib	LMPTP inh	DNMT1 block
CC1CCN(C(=O)Cn2cc(C(=O)c3ccco3)c3ccccc32)CC1	3	i	1	-6	1	-4	4	-0.3	0.4	-3
NS(=O)(=O)c1ccc(NCC2COc3ccccc3O2)c([N+](=O)[O-])c1 (centres undefined)	-1	i	-2	-3	-9	-32	-8	0.4	1.7	-5
Cc1ncsc1CCOC(=O)c1ccc([N+](=O)[O-])cc1	-3	i	0	-3	15	-24	-9	-0.9	-1.7	3
Cc1ccc(/C(N)=N/OC(=O)CCC2CCCCC2)cc1	-2	i	-2	-2	-4	2	-1	-0.9	0.8	0
COc1ccc(N(C(=O)c2cc3ccccc3oc2=O)C2C=CS(=O)(=O)C2)c(OC)c1 (centres undefined)	-4	i	8	7	-1	-3	-2	-0.7	-1.4	0
COc1cccc(NC(=S)NCc2ccncc2)c1	-4	i	-2	-3	-17	-3	-14	-0.7	-1.8	0
O=C(CNc1cccc2ccccc12)N/N=C/c1ccc([N+](=O)[O-])cc1	40*	i	1	-4	-8	-2	21	0.1	0.4	-28
Cc1ccc(S(=O)(=O)c2c(C(=O)c3ccccc3)cnc3cc4c(cc23)OCCO4)cc1	15	i	27	-6	18	0	0	-0.8	1.4	-10
O=C(CN1CCN(C(=O)C2CCCO2)CC1)Nc1ccc(Cl)c(Cl)c1 (centres undefined)	-5	i	3	-8	2	24	-1	-0.2	0.2	1
COc1ccc(CN2CCC(C(=O)N3CCN(c4ccccc4F)CC3)CC2)cc1OC	0	i	2	-3	13	-2	0	1.2	-3.2	-1
CC(C)(C)C1CCC2(CC1)C(Nc1cccc(C(F)(F)F)c1)=NC(=S)N2CC#N (centres undefined)	12	i	3	-10	10	-2	-4	-0.1	1.7	0
CCn1ccnc1CNC(=O)CC1C(=O)NCCN1CC(c1ccccc1)c1ccccc1 (centres undefined)	-3	i	2	-9	3	2	2	0.3	-1.5	-3
COc1cc(/C=N/Nc2ncnc3sc4c(c23)CCC4)ccc1O	5	i	-2	-4	-17	2	3	-0.4	0.7	2
CCc1ccc(C(=O)C(C)OC(=O)c2nn(C)c(=O)c3ccccc23)cc1 (centres undefined)	-10	i	2	-9	8	0	0	-0.6	1.3	0
O=C(N(c1ccccn1)c1ccccn1)C12CC3CC(CC(Cl)(C3)C1)C2	-9	i	2	-5	9	3	1	-0.7	-0.5	1
CC(=O)Nc1ccc(S(=O)(=O)Nc2ccc3nc(C)sc3c2)cc1	-1	i	1	-4	-12	-3	-2	0.7	-1.9	-4
COCCCNC(=O)CCc1ccccc1	7	i	2	-5	-11	0	6	0.4	-0.7	-3
COc1cccc(C(NC(=O)c2ccccc2F)NC(=O)c2ccccc2F)c1	9	i	-5	-11	-4	-3	3	-0.9	-1.0	1
Cc1cccc(C(=O)OCC(=O)Nc2nccs2)c1	1	i	-3	-4	7	1	0	-0.2	-0.6	7
COc1cccc(-c2cnc(C(O)c3ccc(OC)c(F)c3)[nH]2)c1 (centres undefined)	3	i	-1	/	-4	3	-2	0.5	-0.3	-1
c1ccc(Cn2ncc3c(N4CCN(C(c5ccccc5)c5ccccc5)CC4)ncnc32)cc1	4	i	0	6	2	-6	5	-0.6	3.9	-4
O=C(CN1C(=O)NC2(CCc3ccccc32)C1=O)NCc1ccccc1Cl (centres undefined)	-5	i	2	7	1	3	-5	-0.2	-0.5	8
O=C(COc1ccc(Cl)cc1)NCCc1ccccn1	-8	i	0	-3	-4	-1	-2	-0.2	-0.7	-2
Cc1nn(C)cc1C(=O)Nc1c(C)nn(Cc2ccccc2Cl)c1C	-2	i	-1	0	3	0	1	-1.4	-1.0	4
Cc1c(C(=O)NCCN(C)C)n(C)c(=O)c2ccccc12	0	i	-3	/	20	6	1	0.2	0.0	0
CC(C)c1ccc(NC(=O)C2CC2c2ccccc2)cc1 (centres undefined)	-6	i	1	-6	-4	6	-3	-0.1	0.4	-2
COc1cc(OC)c(N2CC(C(=O)Nc3cc(Cl)ccc3N3CCOCC3)CC2=O)cc1Cl (centres undefined)	1	i	3	-2	-14	-1	1	-0.2	-0.3	-2
N#CCCc1cccc(CCC#N)c1	-2	i	-3	-8	16	-2	-2	-0.3	-2.6	7
O=C1Nc2ccccc2S/C1=C/c1cccs1	-5	i	0	-4	1	-2	4	-0.4	0.1	3
CC(C)Nc1cc(N2CCCC2)ccc1[N+](=O)[O-]	0	i	2	-6	6	-16	2	0.2	2.9	1
